FEN1 inh: blocks human flap endonuclease 1; P39748; Recombinant FEN1 flap cleavage, fluorescence, 15 min; Potency, µM (series often up to 114 µM), for the others: top-dose activity change, negative = inhibition, usual class: inhibitors; 0.35% of 390,000 active; also: nearly all actives have a fitted effect of over 65% in size
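Compounds are tested as a concentration series against 10 nM FEN1; after a 15 min room-temperature preincubation, 50 nM substrate starts cleavage, with plate reads at 0 and 15 min. Normalized responses are fitted by a Hill equation.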
N370S GC: inhibitors or activators of N370S glucocerebrosidase for Gaucher disease; P04062; N370S GC spleen homogenate, 4MU-glucoside fluorescence; Potency, µM (highest dose often 59.4 µM), for inactives: top-dose activity change, negative = inhibition, actives largely listed as inhibitors; 0.092% of 330,000 active;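 also: 0% = full enzyme activity and -100% = no enzyme basal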
KAT2A inh: inhibitors of human GCN5L2 histone acetyltransferase | Q92830 | GCN5L2 HAT assay, ThioGlo1 CoA-SH fluorescence | Potency, µM (doses to about 58.9 µM), for inactives: top-dose activity change, negative = inhibition, actives largely listed as inhibitors | 0.21% of 390,000 active
Target sequence (Q92830 whole entry, looked up): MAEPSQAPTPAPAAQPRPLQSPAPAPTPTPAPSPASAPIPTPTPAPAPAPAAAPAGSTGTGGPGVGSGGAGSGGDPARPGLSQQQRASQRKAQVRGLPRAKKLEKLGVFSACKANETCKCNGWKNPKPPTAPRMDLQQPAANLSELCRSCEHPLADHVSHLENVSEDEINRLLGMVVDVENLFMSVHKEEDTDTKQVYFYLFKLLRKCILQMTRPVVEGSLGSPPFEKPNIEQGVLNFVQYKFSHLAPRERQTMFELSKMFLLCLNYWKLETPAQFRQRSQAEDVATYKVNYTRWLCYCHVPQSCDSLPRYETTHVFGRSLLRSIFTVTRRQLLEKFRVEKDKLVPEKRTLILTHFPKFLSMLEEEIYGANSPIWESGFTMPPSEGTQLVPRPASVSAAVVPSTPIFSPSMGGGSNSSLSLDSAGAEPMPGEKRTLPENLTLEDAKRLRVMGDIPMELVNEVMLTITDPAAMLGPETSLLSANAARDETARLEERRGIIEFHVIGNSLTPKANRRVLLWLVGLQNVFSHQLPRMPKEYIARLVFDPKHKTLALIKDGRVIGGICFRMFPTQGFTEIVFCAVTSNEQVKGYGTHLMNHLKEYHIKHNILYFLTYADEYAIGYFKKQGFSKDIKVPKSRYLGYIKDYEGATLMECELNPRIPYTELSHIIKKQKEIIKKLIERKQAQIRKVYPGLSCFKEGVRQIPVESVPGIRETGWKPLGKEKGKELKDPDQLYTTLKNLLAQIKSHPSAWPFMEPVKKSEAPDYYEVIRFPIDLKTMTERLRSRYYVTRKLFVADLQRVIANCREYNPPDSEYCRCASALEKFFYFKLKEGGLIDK
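Free CoA generated was detected with ThioGlo1 (50uM) fluorescence at Ex340nm/Em540nm, read immediately and after 20 min at room temperature. Enzyme, 20 nM in HEPES pH 7.5 buffer, saw compounds 15 min before adding 75uM H3(1-25) peptide and 70uM acetyl-CoA.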
An asterisk follows results filed as active; u = inconclusive; x = not tested or not shown; & = joins results of further samples; [ ] = dose if it differs, or a comment. Calls follow the shape of the dose curve; as a rule, active = well fitted curve in the direction sought with a large enough effect; inconclusive = small, poorly fitted or top-dose-only effect, or another doubt; inactive = no such curve, though single readings can be large; an effect the other way counts as inactive or inconclusive. Unless noted, % is scaled to controls: 0 for no effect and ±100 for the full control effect; potency is read from the fitted curve at half-maximal effect. Some of the compounds tested; the hit share may differ from the screen's.

No. | SMILES | FEN1 inh | N370S GC | KAT2A inh
1 | O=C(CN1C(=O)C2C3C=CC(C3)C2C1=O)NCc1ccco1 (stereo not drawn) | -12% | 13% | 3%
2 | COc1ccc2[nH]c3c(c2c1)CCN1C(=O)C(CC(=O)NCCN2CCOCC2)C[C@H](C(=O)N2CCCCC2)[C@@]31CCc1ccccc1 (stereo partly drawn) | 13% | x | 1%
3 | CC(C)(C)C(=O)Nc1ccc2nc(SCC(=O)N3CCc4ccccc43)sc2c1 | -11% | x | -9%
4 | COc1ccccc1C1C(C(=O)c2cc3ccccc3o2)=C(O)C(=O)N1CCN1CCOCC1 (stereo not drawn) | -9% | 0% | -9%
5 | O=C1c2ccccc2NC(c2ccc(-c3cccc([N+](=O)[O-])c3)o2)N1O (stereo not drawn) | -20% | 24% | -8%
6 | O=C(Nc1ccc(F)cc1F)c1cccn1-c1ncc(C(F)(F)F)cc1Cl | -3% | 4% | -14%
7 | COc1cccc2cc(C(=O)C3=C(O)C(=O)N(CCN4CCOCC4)C3c3ccc(Cl)cc3)oc12 (stereo not drawn) | 8% | -29% | -5%
8 | N#Cc1c2n(c(=S)n(-c3ccccn3)c1=O)CCCCC2 | -1% | 9% | -21%
9 | COC(=O)C(C)Oc1ccc2cc(-c3ccccc3)c(=O)oc2c1 (stereo not drawn) | -4% | u | -12%
10 | COCCCn1c(SCC(=O)Nc2ccccc2OC)nc2c(sc3ccccc32)c1=O | 18% | x | 1%
11 | Cc1cn(C(=O)CN2C(=O)c3ccccc3C2=O)c(C)n1 | 2% | -2% | 1%
12 | O=C(Nc1cccc(F)c1)N1CCC2(CC1)CCN(C(=O)c1csnn1)CC2 | x | -3% | 3%
13 | N#Cc1nc(COc2ccccc2Cl)oc1NCc1cccnc1 | 2% | -3% | -11%
14 | C(=N\n1cnnc1)/c1ccc(OCc2cccc3ccccc23)cc1 | -8% | -11% | 47%[activator]
15 | COc1ccccc1OCCC(=O)OCC(=O)Nc1cc(S(=O)(=O)N2CCOCC2)ccc1Cl | -4% | -3% | -5%
16 | CC(C)CNC(=O)C(=O)Nc1c2c(nn1-c1ccccc1)CS(=O)(=O)C2 | 4% | x | -1%
17 | CCOc1ccc(C(=O)NCC(c2ccc3c(c2)OCO3)N2CCN(c3ccccc3F)CC2)cc1 (stereo not drawn) | 2% | x | 4%
18 | COc1ccc(Cn2c(=O)[nH]c3cc(C(=O)NC4CCN(Cc5ccccc5)CC4)ccc32)cc1 | 3% | -19% | 2%
19 | CC1CCc2nn(CC(=O)NCCCN3CCCC3=O)cc2C1 (stereo not drawn) | 0% | 3% | -11%
20 | Cc1ccc(S(=O)(=O)N(Cc2n[nH]c(=S)n2-c2ccccc2)c2ccccc2)cc1 | -3% | 20% | -6%
21 | CCc1nc2cccnc2n1-c1ccc(C(=O)O)cc1 | -20% | -3% | 1%
22 | Cc1nc(SCC(=O)Nc2cccc(C(=O)O)c2)n[nH]1 | 19% | -10% | -10%
23 | Cc1cc(C)nc(N/N=C/c2ccccc2)n1 | -3% | 4% | -8%
24 | Cc1cc(N/N=C\c2ccc(Br)cc2)nc(-n2nc(C)cc2C)n1 | 12% | 2% | -4%
25 | COc1cc(NC(=O)c2ccc3oc(=O)c(S(=O)(=O)c4ccccc4)cc3c2)cc(OC)c1 | 13% | x | -12%
26 | O=C(C1=C[C@H](c2csc3ccccc23)C[C@H](OCc2ccc(CO)cc2)O1)N1CCOCC1 | -15% | 8% | -5%
27 | CCN1CCN(c2ccc(NC(=O)c3ccc4c(c3)OCCO4)cc2C)CC1 | 3% | -6% | -3%
28 | CCn1c(SCC(=O)c2cccs2)nnc1-c1cccs1 | 26% | 1% | -2%
29 | CC1Cc2c([nH]c3ccccc23)C2c3ccccc3CN12 (stereo not drawn) | 11% | -1% | -2%
30 | CCOC(=O)N1CCN(C(=O)CSc2nc(=O)n3ccc(C)cc3n2)CC1 | 6% | -16% | -2%
31 | CCOC(=O)/C(C#N)=C/c1c(Oc2cccc(C)c2)nc2ccccn2c1=O | 0% | 1% | 1%
32 | COC(=O)c1ccc(/C=C/C(=O)OCC(=O)Nc2ncc(Cl)cc2Cl)cc1 | -3% | x | -11%
33 | COc1cc(OC)c2c(c1)OC(=O)CC2c1ccc2c(c1)OCO2 (stereo not drawn) | -14% | u | -8%
34 | CC(=O)c1ccc(S(=O)(=O)N2CCC3(CC2)CC(=O)c2ccccc2O3)cc1 | 1% | -10% | -6%
35 | CC(C)(C)NC(=O)COC(=O)c1ccccc1OCC(=O)Nc1ccc(Br)cc1 | -3% | 6% | 1%
36 | COCCCn1c(SCC(=O)NC(C)(C)C)nnc1-c1cccs1 | 17% | 1% | -15%
37 | COc1ccc(NC(=S)N2c3ccccc3CC2C)cc1OC (stereo not drawn) | -5% | 10% | 2%
38 | Cn1cc(C(=O)OCC2CCN(CCNS(C)(=O)=O)CC2)c2ccccc21 | u | -2%&3% | 1%
39 | COc1cc(/C=C2\C(=N)N3N=C(N4CCOCC4)SC3=NC2=O)ccc1OC(=O)c1ccccc1 | -3% | -7% | -30%
40 | C/C(=N\NC(=O)c1nn(C)c(C)c1Br)c1cccc(NC(=O)c2ccoc2C)c1 | -1% | -17% | 0%
41 | COCCNc1cc(C)c(C#N)c2nc3ccccc3n12 | u | u | -5%
42 | CCN(CC)CCNCC(O)(c1ccc(Cl)cc1)c1ccc(Cl)cc1 | 0% | -15% | -10%
43 | CCc1ccc(NC(=O)c2ccc(F)c(S(=O)(=O)N3CCC(C)CC3)c2)cc1 | -1% | x | -3%
44 | COc1ccc(-c2cc3c(=O)n(CC(=O)Nc4ccc(Cl)cc4)ncn3n2)cc1 | -16% | 2% | -15%
45 | CCc1ccccc1NC(=O)CSc1ncc(S(=O)(=O)c2ccc(C(C)C)cc2)c(N)n1 | -27% | x | 1%
46 | Cn1c(CCNC(=O)c2ccco2)nc2cc(NC(=O)NC3CCCCC3)ccc21 | 10% | 8% | 1%
47 | Cc1cc(C)cc(OCC(=O)N/N=C/c2ccc([N+](=O)[O-])o2)c1 | 2% | -1% | -17%
48 | COc1ccc(CCN(CC(=O)NC2CCCC2)C(=O)Cn2nnc(-c3ccc(C)o3)n2)cc1OC | 9% | 7% | -9%
49 | N#CCCn1c(=S)[nH]c2ccccc21 | -1% | 4% | 3%
50 | COCCOC(=O)c1c(C)oc2ccc(NS(=O)(=O)c3ccccc3)cc12 | -21% | -6% | -17%
51 | C=C(C)c1cccc(C(C)(C)NC(=O)NC2CC(C)(C)NC(C)(C)C2)c1 | 0% | -2% | 1%
52 | CCOC(=O)/C(C#N)=C/c1cc2ccccc2nc1N1CCCCC1 | -21% | 12% | -18%
53 | Cc1ccccc1Nc1nnc(SCC(=O)NCc2ccco2)s1 | -6% | 0% | -8%
54 | COc1ccc(S(=O)(=O)Nc2cc3c4c(c2)CCC(=O)N4CCC3)cc1 | 3% | 0% | -12%
55 | CC1(C)Cc2ccccc2-c2nc3n(c(=O)c21)CCCS3 | u | 3% | 1%
56 | Cc1nn(Cc2ccc(F)cc2)c(C)c1NC(=O)c1cnn2c1NC(c1cccs1)CC2C(F)(F)F (stereo not drawn) | -15% | -6% | -6%

The listing continues.
No. | SMILES | FEN1 inh | N370S GC | KAT2A inh
57 | COc1cccc(CNC(=O)c2nnn(CC(=O)Nc3cc(Cl)ccc3C)c2N)c1 | 11%&-6% | 2% | -14%&37%
58 | COc1ccc(-n2c(=O)c(-c3cc(F)cc(F)c3)nc3cnc(N4CCNCC4)nc32)cc1 | x | -24% | -11%
59 | CC(=O)C(Sc1nc(-c2ccc(F)cc2)nc2c1c(=O)n(C)c(=O)n2C)C(C)=O | x | -5% | -1%
60 | CCN1C(=O)C(CC(=O)Nc2ccc(OC)cc2)N(Cc2ccc3c(c2)OCO3)C1=S (stereo not drawn) | -16% | 3% | -8%
61 | COc1ccc(C(=O)OCC(=O)Nc2ccc3c(c2)OCO3)cc1S(=O)(=O)N1CCOCC1 | 4% | -5% | u
62 | Cc1ccc(S(=O)(=O)Nc2c(NC3CCCCC3)c3ccccc3oc2=O)cc1C | 23% | 2% | 3%
63 | COc1ccccc1-n1c(SCC(=O)NC2CCS(=O)(=O)C2)nc2ccccc2c1=O (stereo not drawn) | -7% | x | -4%
64 | Cc1ccc(NC(=O)CN2C(=O)c3ccccc3S2(=O)=O)c(C)c1 | -2% | 0% | -3%
65 | Nc1cccc(CN2CCCC2)c1 | -2% | 10% | 0%
66 | CCOc1ccc(NC(=O)CC2C(=O)N(c3ccccc3)C(=O)N2CCOC)cc1 (stereo not drawn) | 3% | -4% | -5%
67 | Cc1ccc(S(=O)(=O)CCC(=O)OCC(=O)Nc2cc(S(=O)(=O)N3CCOCC3)ccc2C)cc1 | 5% | -4% | 0%
68 | O=C(Nc1ccccc1F)Nc1ccccc1OC(F)F | -9% | u | -3%
69 | Cc1ccccc1NS(=O)(=O)c1ccc2c(c1)NC(=O)CCS2 | -11%&-1% | -2% | -5%&27%
70 | COc1ccccc1-c1noc(CSc2nc(C)cc(=O)[nH]2)n1 | 6% | -19% | -6%
71 | Cc1cc(OCCCC(=O)NCCc2ccccn2)ccc1Cl | 9% | -12% | 0%
72 | Cc1ccc(/C(O)=C2\C(=O)C(=O)N(C)C2c2ccccc2[N+](=O)[O-])cc1 (stereo not drawn) | 3% | -8% | -29%
73 | CC1=CCC2C(=O)N(c3ccc(N4CCOCC4)cc3)C(=O)C2C1 (stereo not drawn) | -1% | 3% | u
74 | COc1ccc(C2(c3ccc(OC)cc3)NC(=O)N(CC(=O)Nc3ccc(OC(F)F)cc3)C2=O)cc1 | -15% | 1% | -15%
75 | CCc1nc(-c2ccccc2O)n(-c2ccccc2)n1 | 0% | 7% | -1%
76 | CCOC(=O)CNS(=O)(=O)c1ccc(S(=O)(=O)N2CCCC2)cc1 | -2% | -15% | 7%
77 | COc1ccc(-c2csc(=Nc3ccccc3)n2CCO)cc1 | -12% | 12% | -10%
78 | Cc1ccc(C)c(C(=O)COC(=O)C(C)N2C(=O)C3C4CCC(C4)C3C2=O)c1 (stereo not drawn) | -13% | 1% | -4%
79 | CCOc1cc(CNc2cccc3ccccc23)cc(Br)c1OCC(=O)NC(C)(C)C | -1% | x | -8%
80 | O=C(CS(=O)(=O)c1cn(Cc2ccc(Cl)cc2)c2ccccc12)N1CCCC1 | u | 1% | -3%

Another view of some results above:
75) CCc1nc(-c2ccccc2O)n(-c2ccccc2)n1
76) CCOC(=O)CNS(=O)(=O)c1ccc(S(=O)(=O)N2CCCC2)cc1
77) COc1ccc(-c2csc(=Nc3ccccc3)n2CCO)cc1
78) Cc1ccc(C)c(C(=O)COC(=O)C(C)N2C(=O)C3C4CCC(C4)C3C2=O)c1 (stereo not drawn)
79) CCOc1cc(CNc2cccc3ccccc23)cc(Br)c1OCC(=O)NC(C)(C)C

| compound no. | 75 | 76 | 77 | 78 | 79 |
| --- | --- | --- | --- | --- | --- |
| FEN1 inh | 0% | -2% | -12% | -13% | -1% |
| N370S GC | 7% | -15% | 12% | 1% | x |
| KAT2A inh | -1% | 7% | -10% | -4% | -8% |

(list continues)
No. | SMILES | FEN1 inh | N370S GC | KAT2A inh
81 | COc1cc(/C=N\Nc2nncn2N)ccc1OC(C)=O | -13% | -3% | -9%
82 | O=C(CN1CCN(c2ccccc2)CC1)N1CCc2[nH]c3ccccc3c2C1 | 6% | -24% | -2%
83 | CCOC(=O)c1ccccc1NC(=O)Cn1ccn2nc(-c3ccc(OCC)cc3)cc2c1=O | 18% | x | 1%
84 | CCN(CC)C(=O)CSc1nnc(-c2cnccn2)n1-c1ccccc1 | 3% | 1% | 7%
85 | CCCc1cc(-c2nc(N)ncc2-c2csc(C)n2)c(O)cc1OC | 1% | -7% | 2%
86 | CC(C)C(=O)Nc1cccc(NC(=O)c2ccc([N+](=O)[O-])cc2Cl)c1 | 2% | 7% | 34%[activator]
87 | CN(c1cccc(NC(=O)Nc2ccc(Cl)cc2)c1)S(C)(=O)=O | 1% | 4% | -1%
88 | O=C1CSc2ccc(S(=O)(=O)NCc3ccccc3Cl)cc2N1 | 0% | -30% | -20%
89 | CCOc1ccccc1/C=N/NC(=O)c1cccc(S(=O)(=O)N(CC)CC)c1 | 2% | -4% | -1%
90 | CN(C)/C=N/C(=S)Nc1ccc(Br)cc1F | 0% | 19% | 11%
91 | O=C(NCC1CCCO1)c1ccc2c(c1)C(=O)N(c1cccc([N+](=O)[O-])c1)C2=O (stereo not drawn) | 18% | -10% | -1%
92 | CCOc1ccccc1NC(=O)C1CCN(S(=O)(=O)c2ccc(OC)c(OC)c2)CC1 | -5% | 2% | -4%
93 | Cc1cc(C(=O)COc2ccccc2C#N)c(C)n1C1CC1 | 15% | -8% | 0%
94 | COc1cc(/C=N/N=C(/C(=O)c2ccccc2)c2ccccc2)cc(OC)c1O | -4% | 30% | -12%
95 | COc1ccccc1CN(C)C(=O)CNC(=O)c1cccc(Cl)c1 | 2% | -1% | 42%[activator]
96 | O=C(CN1C(=O)NC2(CCCC2)C1=O)NNC(=O)c1ccc(Cl)cc1 | -9% | x | -7%
97 | Cc1cc2ccccn2c1C(=O)Nc1ccc(Cl)cc1 | 2% | 6% | -10%

Compound activity deposited in PubChem by National Center for Advancing Translational Sciences (NCATS).
